Assay outcomes deposited in PubChem BioAssay by National Center for Advancing Translational Sciences (NCATS).
L3MBTL1 block – inhibitors of human L3MBTL1 | actives 0.66% (n = 230,000) | AlphaScreen L3MBTL1–H3K9me1 peptide binding | Potency, µM (top dose mostly 57.1 µM), for the others: top-dose activity, negative = inhibition, hits mostly inhibitors; note: nearly all actives have a fitted effect of over 60% in size
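L3MBTL1 50 nM + b-AHA-H3(1-15)K9me1 75 nM, 30 min RT; compound added, 30 min RT; streptavidin donor/Ni-chelate acceptor beads 10 ug/mL each final, 30 min RT dark; AlphaScreen read.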
TRb-SRC2 inh – TRbeta-SRC2 interaction inhibition. Potency, µM (series often up to 106 µM), for the others: at the top dose activity change, negative = inhibition, actives largely listed as inhibitors. P10828. TRbeta-SRC2 peptide binding, fluorescence polarization; receptor liganded with 1 µM T3. actives 0.065% (n = 280,000);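 note: plate controls were bound peptide for no effect and peptide without receptor for full effect; nearly all actives have a fitted effect of over 50% in size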
Target sequence (P10828 whole entry, looked up): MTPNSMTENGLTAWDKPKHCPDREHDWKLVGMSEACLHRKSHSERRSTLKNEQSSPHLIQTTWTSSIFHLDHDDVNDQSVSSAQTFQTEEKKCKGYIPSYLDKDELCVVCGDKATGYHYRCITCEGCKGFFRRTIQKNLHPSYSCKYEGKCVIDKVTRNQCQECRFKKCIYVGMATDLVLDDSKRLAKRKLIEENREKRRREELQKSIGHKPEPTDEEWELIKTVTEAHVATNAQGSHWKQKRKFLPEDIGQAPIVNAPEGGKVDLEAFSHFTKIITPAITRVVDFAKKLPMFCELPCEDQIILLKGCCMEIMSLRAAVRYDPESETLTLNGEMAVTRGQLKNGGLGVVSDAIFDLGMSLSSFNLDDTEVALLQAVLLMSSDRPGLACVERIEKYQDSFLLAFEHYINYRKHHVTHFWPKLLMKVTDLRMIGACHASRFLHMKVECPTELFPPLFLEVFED
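Binding of a 20-amino-acid Texas Red SRC2 peptide (20 nM) to TRb ligand-binding domain (0.6 uM) with agonist T3 at 1 uM was followed by fluorescence polarization after a 5 hr room-temperature incubation.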
JMJD2E inh – inhibitors of human JMJD2E histone demethylase | Potency, µM (highest dose often 57.1 µM), for inactives: at the highest dose activity change, negative = inhibition, actives largely listed as inhibitors | JMJD2E catalytic domain, FDH-coupled NADH fluorescence (FDH is formaldehyde dehydrogenase) | actives 1.6% (n = 230,000); active = well fitted inhibition curve with a large enough effect, not every such curve was filed as active; inconclusive = small, poorly fitted or top-dose-only effect, or another doubt; inactive = no such curve, though single readings can be large or run the other way;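 note: 0% = wells with enzyme and -100% = buffer wells without enzyme; nearly all actives have a fitted effect of over 50% in size; many of its hits are not listed in these tables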
RECQ1 inh – RECQ1 (human) helicase inhibition; P46063; RECQ1 DNA unwinding, red fluorescence kinetic read; Potency, µM (top dose mostly 57.3 µM), without a hit: at the top dose activity, negative = inhibition, hits mostly inhibitors; actives 0.54% (n = 240,000);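 note: plate controls were vehicle for no effect and no enzyme for full effect; nearly all actives have a fitted effect of over 30% in size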
Target sequence (P46063 whole entry, looked up): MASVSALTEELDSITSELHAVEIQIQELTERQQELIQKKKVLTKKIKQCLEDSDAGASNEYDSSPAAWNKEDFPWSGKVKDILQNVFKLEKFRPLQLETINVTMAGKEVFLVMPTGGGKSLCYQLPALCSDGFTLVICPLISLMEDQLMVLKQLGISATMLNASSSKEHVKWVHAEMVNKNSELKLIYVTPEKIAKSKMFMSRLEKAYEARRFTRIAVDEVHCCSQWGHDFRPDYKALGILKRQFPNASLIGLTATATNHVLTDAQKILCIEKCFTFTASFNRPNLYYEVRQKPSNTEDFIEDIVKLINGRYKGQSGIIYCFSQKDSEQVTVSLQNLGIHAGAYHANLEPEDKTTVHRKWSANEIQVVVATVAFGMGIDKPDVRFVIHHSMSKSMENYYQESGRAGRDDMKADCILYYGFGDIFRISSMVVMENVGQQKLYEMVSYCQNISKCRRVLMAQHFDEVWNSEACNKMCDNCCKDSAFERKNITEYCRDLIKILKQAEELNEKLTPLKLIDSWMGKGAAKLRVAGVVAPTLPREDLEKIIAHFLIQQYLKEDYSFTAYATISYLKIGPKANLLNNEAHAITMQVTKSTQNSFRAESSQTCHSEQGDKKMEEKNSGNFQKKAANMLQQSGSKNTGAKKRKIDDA
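RECQ1T1 50 nM; forked duplex (20 bp + 30-nt ss tails) 200 nM, ATP 2 mM final; pH 8.0, 2 mM MgCl2, 2.5 ug/ml poly(dI-dC); 15 min compound preincubation; discontinuous kinetic read over 2 h at RT.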
TexasRed fluor – counter-screen for TRb-SRC2 inhibitors: fluorescence interference; TRb/SRC2 Texas Red total fluorescence interference; Potency, µM (highest dose often 106 µM), for the others: at the highest dose fluorescence change, negative = quenching; actives 0.29% (n = 280,000); AID 1479; active = well fitted curve in either direction with a large enough effect; inconclusive = small, poorly fitted or top-dose-only effect
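Flags fluorescent or light-absorbing compounds by total fluorescence, S + 2P, at 555 nm excitation and 632 nm emission. Mixture: 20 nM Texas Red SRC2 peptide, 0.6 uM human TRb LBD, 1 uM T3, 5% DMSO; compound exposure 5 h at ambient temperature.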
RGS12 GoLoco inh – RGS12 GoLoco-Gai1 interaction inhibition. P63096. Gai1:RGS12 GoLoco peptide FP, rhodamine, 10 min. Potency, µM (highest dose often 61.6 µM), for inactives: at the top dose activity, negative = inhibition, most hits filed as inhibitors. actives 0.44% (n = 230,000). AID 880; active = well fitted inhibition curve with a large enough effect, not every such curve was filed as active; inactive = no such curve, though single readings can be large or run the other way; note: nearly all actives have a fitted effect of over 30% in size; many of its hits are not listed in these tables
Tau ThT inhib – tau fibrillization inhibition (ThT binding). AID 1460. recombinant tau K18 P301L (four-repeat tau fragment), heparin-induced fibrillization, ThT fluorescence. P10636. actives 2.1% (n = 270,000). Potency, µM (highest dose often 57.4 µM), for inactives: at the top dose activity, negative = inhibition, hits mostly inhibitors; note: nearly all actives have a fitted effect of over 55% in size
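In this qHTS, human K18 P301L tau is incubated with compound and heparin for 6 hr at 37 C, and Thioflavin T fluorescence then reports fibril load.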
Tau fibril FP – tau fibrillization inhibition (FP); K18 P301L tau heparin fibrillization, Alexa594 FP, 6 h; Potency, µM (highest dose often 57.7 µM), for the others: top-dose activity, negative = inhibition, actives largely listed as inhibitors; actives 0.39% (n = 280,000); AID 1468; note: nearly all actives have a fitted effect of over 55% in size
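Read-out: fluorescence polarization of Alexa 594-labeled tau (0.24 uM), 555 nm excitation, 632 nm emission. Mixtures held 15 uM unlabeled K18 P301L, compound and 20 uM heparin, pH 7 acetate buffer, incubated 6 hr at 37 C.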
* hit, by the source's call; & = joins results of further samples; [ ] = another dose, or the depositor's remark. Unless noted, calls come from the whole dose curve; as a rule, active = well fitted curve in the direction sought with a large enough effect; inconclusive = small, poorly fitted or top-dose-only effect, or another doubt; inactive = no such curve, though single readings can be large; an effect the other way counts as inactive or inconclusive. Unless noted, % is set by controls: 0 for no effect and ±100 for the full control effect; potency is the fitted concentration of half-maximal effect. The list is partial, so the mix of outcomes need not match the whole.

`COc1ccc(/C=N/NC(=O)c2cc(-c3cccn3C)n[nH]2)cc1OC` gave L3MBTL1 block -16%, TRb-SRC2 inh 7%, JMJD2E inh -11%, RECQ1 inh -11%, TexasRed fluor -3%, RGS12 GoLoco inh -2%, Tau ThT inhib inconclusive and Tau fibril FP -11%.
N[C@H](C(=O)O)C1C(C(=O)O)C1C(=O)O (stereo partly specified) was read as TRb-SRC2 inh 4%, RECQ1 inh -7%, TexasRed fluor 0%, RGS12 GoLoco inh 14%, Tau ThT inhib 8% and Tau fibril FP -1%.
`CCOC(=O)C(C)CC(C)C(=O)N1CCOCCOCCN(C(=O)C(C)CC(C)C(=O)OCC)CCOCC1` (stereo unspecified) gave L3MBTL1 block 4%, TRb-SRC2 inh -5%, JMJD2E inh 1%, RECQ1 inh -2%, TexasRed fluor -5%, RGS12 GoLoco inh -3%, Tau ThT inhib -3% and Tau fibril FP 8%.
Screening Cc1cccc(NC(=O)CCCN2C(=S)NC(C)(C)CC2C)c1C (stereo unspecified) returned L3MBTL1 block 14%, TRb-SRC2 inh -7%, JMJD2E inh -3%, RECQ1 inh -1%, TexasRed fluor -2%, RGS12 GoLoco inh -1%, Tau ThT inhib -1% and Tau fibril FP 2%.
Screening Cn1ncc(Cl)c1C(=O)Nc1ccc(Cl)cn1 returned L3MBTL1 block 10%, TRb-SRC2 inh -8%, JMJD2E inh 9%, RECQ1 inh inactive, TexasRed fluor -3%, RGS12 GoLoco inh 2%, Tau ThT inhib 6% and Tau fibril FP 10%.
Screening Cc1ccc(-n2nc(-c3ccc(OC(F)(F)F)cc3)cc2N)cc1C returned L3MBTL1 block -12%, TRb-SRC2 inh -1%, JMJD2E inh inconclusive, RECQ1 inh -11%, TexasRed fluor -4%, RGS12 GoLoco inh -2%, Tau ThT inhib inconclusive and Tau fibril FP 9%.
For O=[N+]([O-])c1ccc(-c2csc(NN=C3CCCC3)n2)cc1 the results were L3MBTL1 block -3%, TRb-SRC2 inh 0%, JMJD2E inh -1%, RECQ1 inh -5%, TexasRed fluor -1%, RGS12 GoLoco inh 4%, Tau ThT inhib -1% and Tau fibril FP 2%[2.34 µM].
For CC(C)(C)[C@H]1C=C(C(=O)NCc2nc3ccccc3[nH]2)O[C@@H](OCc2ccc(CO)cc2)C1 the results were TRb-SRC2 inh 8%, JMJD2E inh -5%, RECQ1 inh inactive, TexasRed fluor 1%, RGS12 GoLoco inh 3%, Tau ThT inhib -7% and Tau fibril FP 7%.
CC(=O)c1cccc(NC(=O)CN2C(=O)NC3(CCCCCCC3)C2=O)c1 was read as L3MBTL1 block 6%, TRb-SRC2 inh 4%, JMJD2E inh 9%, RECQ1 inh -6%, TexasRed fluor 5%, RGS12 GoLoco inh 7%, Tau ThT inhib -1% and Tau fibril FP 4%.
Cc1ccc(-c2cc([C@H]3[C@H]4C=CC[C@@H](C)[C@@H]4C(=O)N3Cc3ccccc3)ccc2F)cc1 was read as TRb-SRC2 inh 4%, JMJD2E inh -21%, RECQ1 inh inactive, TexasRed fluor -3%, RGS12 GoLoco inh -5%, Tau ThT inhib 1% and Tau fibril FP 4%.
Screening CCOC(=O)c1cc(C)sc1/N=C/C1C(=O)CCCC1=O returned L3MBTL1 block 10%, TRb-SRC2 inh -7%, JMJD2E inh 4%, RECQ1 inh -3%, TexasRed fluor 1%, RGS12 GoLoco inh 5%, Tau ThT inhib inconclusive and Tau fibril FP -8%.
`Cc1ccc(/C=N/N2CCN(c3ccncc3S(=O)(=O)N3CCCCC3)CC2)cc1` gave L3MBTL1 block -5%, TRb-SRC2 inh -9%, JMJD2E inh 0%, RECQ1 inh inactive, TexasRed fluor 2%, RGS12 GoLoco inh -7%, Tau ThT inhib -19% and Tau fibril FP 14%.
For COc1ccccc1CNC(=O)c1cccs1 the results were TRb-SRC2 inh -3%, JMJD2E inh -1%, RECQ1 inh -6%, TexasRed fluor -1%, RGS12 GoLoco inh 11%, Tau ThT inhib 3% and Tau fibril FP 4%.
Screening Cc1nc(SCC(=O)c2cc3ccccc3oc2=O)c(C#N)c(-c2cccs2)c1C(=O)Nc1ccccc1 returned TRb-SRC2 inh 7%, JMJD2E inh inconclusive, RECQ1 inh -8%, TexasRed fluor 1%, RGS12 GoLoco inh 23%, Tau ThT inhib -8% and Tau fibril FP -6%.
CCN(CC)S(=O)(=O)c1ccc(/C=C/C(=O)OCC(=O)NCc2ccc3c(c2)OCO3)cc1 was read as L3MBTL1 block -3%, TRb-SRC2 inh -7%, JMJD2E inh 10%, RECQ1 inh -13%, TexasRed fluor -5%, RGS12 GoLoco inh 1%, Tau ThT inhib 7% and Tau fibril FP 4%.
`Cc1cc(C)nc(Sc2ccc(/C=C(\C#N)C(N)=O)o2)n1` gave L3MBTL1 block -2%, TRb-SRC2 inh 1%, JMJD2E inh -13%, RECQ1 inh -5%, TexasRed fluor -2%, RGS12 GoLoco inh -7%, Tau ThT inhib -8% and Tau fibril FP 6%.
O=c1sc2ccccc2n1Cc1ccccc1 was read as L3MBTL1 block 32%[activator], TRb-SRC2 inh -1%, JMJD2E inh inconclusive, RECQ1 inh inactive, TexasRed fluor -1%, RGS12 GoLoco inh 5%, Tau ThT inhib -2% and Tau fibril FP -2%.
COc1ccc(CNC(=O)CN2C(=O)COc3ccc(S(=O)(=O)NC4CCCC4)cc32)cc1 was read as TRb-SRC2 inh -4%, TexasRed fluor inconclusive, Tau ThT inhib 4% and Tau fibril FP 0%.
`c1ccc2c(c1)c1ccccc1n2CN1CCOCC1` gave L3MBTL1 block 5%, TRb-SRC2 inh -6%, JMJD2E inh 0%, RECQ1 inh inactive, TexasRed fluor -2%, RGS12 GoLoco inh 4%, Tau ThT inhib -9% and Tau fibril FP 11%.
Cn1c(C(=O)NC2CCCCC2)cc2c(=O)n(C)c3ccccc3c21 was read as TRb-SRC2 inh -2%, JMJD2E inh inconclusive, RECQ1 inh -10%, TexasRed fluor -2%, RGS12 GoLoco inh 3%, Tau ThT inhib -19% and Tau fibril FP 11%.

For reference, part of the list above.
`COc1ccc(/C=N/NC(=O)c2cc(-c3cccn3C)n[nH]2)cc1OC` gave L3MBTL1 block -16%, TRb-SRC2 inh 7%, JMJD2E inh -11%, RECQ1 inh -11%, TexasRed fluor -3%, RGS12 GoLoco inh -2%, Tau ThT inhib inconclusive and Tau fibril FP -11%.
N[C@H](C(=O)O)C1C(C(=O)O)C1C(=O)O (stereo partly specified) was read as TRb-SRC2 inh 4%, RECQ1 inh -7%, TexasRed fluor 0%, RGS12 GoLoco inh 14%, Tau ThT inhib 8% and Tau fibril FP -1%.

In the list so far, these contain a thiophene ring, fused or not.
Screening CCOC(=O)c1cc(C)sc1/N=C/C1C(=O)CCCC1=O returned L3MBTL1 block 10%, TRb-SRC2 inh -7%, JMJD2E inh 4%, RECQ1 inh -3%, TexasRed fluor 1%, RGS12 GoLoco inh 5%, Tau ThT inhib inconclusive and Tau fibril FP -8%.
For COc1ccccc1CNC(=O)c1cccs1 the results were TRb-SRC2 inh -3%, JMJD2E inh -1%, RECQ1 inh -6%, TexasRed fluor -1%, RGS12 GoLoco inh 11%, Tau ThT inhib 3% and Tau fibril FP 4%.
Screening Cc1nc(SCC(=O)c2cc3ccccc3oc2=O)c(C#N)c(-c2cccs2)c1C(=O)Nc1ccccc1 returned TRb-SRC2 inh 7%, JMJD2E inh inconclusive, RECQ1 inh -8%, TexasRed fluor 1%, RGS12 GoLoco inh 23%, Tau ThT inhib -8% and Tau fibril FP -6%.

Carrying on.
For Cc1cc(C)c(C)c(S(=O)(=O)N2CCN(CC(=O)Nc3sccc3C#N)CC2)c1C the results were L3MBTL1 block -11%, TRb-SRC2 inh 2%, JMJD2E inh inconclusive, RECQ1 inh inactive, TexasRed fluor 1%, RGS12 GoLoco inh 12%, Tau ThT inhib -14% and Tau fibril FP 6%.
Screening c1ccc(CSc2ncn[nH]2)nc1 returned L3MBTL1 block 1%, TRb-SRC2 inh -1%, JMJD2E inh inconclusive, RECQ1 inh inactive, TexasRed fluor 0%, RGS12 GoLoco inh 15%, Tau ThT inhib 3% and Tau fibril FP 2%.
`FC(F)(F)c1nnc2ccc(NCn3nnc4ccccc43)nn12` gave L3MBTL1 block inconclusive, TRb-SRC2 inh -2%, JMJD2E inh 2%, RECQ1 inh 2%, TexasRed fluor -1%, RGS12 GoLoco inh -15%, Tau ThT inhib 2% and Tau fibril FP 5%.
CCCCC(CC(O)COCCC)C(=O)NN (stereo unspecified) was read as L3MBTL1 block 10%, TRb-SRC2 inh 3%, JMJD2E inh -1%, RECQ1 inh -10%, TexasRed fluor -3%, RGS12 GoLoco inh -9%, Tau ThT inhib 1% and Tau fibril FP -6%.
Screening CCc1cccc(CC)c1NC(=O)Cn1c(-c2ccccc2Cl)nc2ccccc21 returned L3MBTL1 block 10%, TRb-SRC2 inh -5%, JMJD2E inh 2%, RECQ1 inh inactive, TexasRed fluor -7%, RGS12 GoLoco inh -4%, Tau ThT inhib -8% and Tau fibril FP 13%.
Screening O=C(CNc1ccccc1)N/N=C/c1c[nH]c2ccccc12 returned L3MBTL1 block -29%, TRb-SRC2 inh 0%, JMJD2E inh 0%, RECQ1 inh 3%, TexasRed fluor -1%, RGS12 GoLoco inh 0%, Tau ThT inhib 13% and Tau fibril FP 0%.
`CCCCC#Cc1ccccc1CC(=O)Nc1ccccc1` gave L3MBTL1 block 10%, TRb-SRC2 inh 0%&1%, JMJD2E inh inconclusive, RECQ1 inh -4%&-7%, TexasRed fluor 0%&-3%, RGS12 GoLoco inh -3%&-21%, Tau ThT inhib inconclusive and Tau fibril FP -10%&-5%.
`COc1ccccc1NCC(=O)N/N=C(\C)c1cccs1` gave TRb-SRC2 inh 5%, JMJD2E inh -3%, RECQ1 inh -10%, TexasRed fluor -2%, RGS12 GoLoco inh -3%, Tau ThT inhib -16% and Tau fibril FP 8%.
Screening CCOc1ccccc1NC(=O)c1cccc2c1C(=O)N(C1CCCCC1)C2 returned TRb-SRC2 inh -10%, TexasRed fluor 4%, Tau ThT inhib -1% and Tau fibril FP -6%.
